mcGAS lum – mouse cGAS inhibition by luminescence | Q8C6L5 | recombinant cGAS, Kinase-Glo ATP depletion luminescence | inhibition, % at 12.5 µM | hit rate 0.15% among 160,000;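 also: 0% = negative control wells and 100% = reference inhibitor with no enzyme activity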
NPYLR7 agonist – mosquito NPYLR7 agonism; activation, % at 10 µM; HEK293T NPYLR7/Galpha15, GCaMP6s calcium fluorescence; hit rate 0.15% among 270,000; in the data active = activation above about 40%;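 also: 0% = vehicle and 100% = reference agonist at the receptor; some compounds past the cut are filed as inactive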
hcGAS lum – inhibitors of human cGAS. recombinant h-cGAS, ATP depletion, Kinase-Glo luminescence. Q8N884. AID 1259398. inhibition, % at 12.5 µM. hit rate 0.081% among 290,000;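 also: 0% = vehicle reaction and 100% = reaction without DNA for no activity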
Target sequence (Q8N884 whole entry, looked up): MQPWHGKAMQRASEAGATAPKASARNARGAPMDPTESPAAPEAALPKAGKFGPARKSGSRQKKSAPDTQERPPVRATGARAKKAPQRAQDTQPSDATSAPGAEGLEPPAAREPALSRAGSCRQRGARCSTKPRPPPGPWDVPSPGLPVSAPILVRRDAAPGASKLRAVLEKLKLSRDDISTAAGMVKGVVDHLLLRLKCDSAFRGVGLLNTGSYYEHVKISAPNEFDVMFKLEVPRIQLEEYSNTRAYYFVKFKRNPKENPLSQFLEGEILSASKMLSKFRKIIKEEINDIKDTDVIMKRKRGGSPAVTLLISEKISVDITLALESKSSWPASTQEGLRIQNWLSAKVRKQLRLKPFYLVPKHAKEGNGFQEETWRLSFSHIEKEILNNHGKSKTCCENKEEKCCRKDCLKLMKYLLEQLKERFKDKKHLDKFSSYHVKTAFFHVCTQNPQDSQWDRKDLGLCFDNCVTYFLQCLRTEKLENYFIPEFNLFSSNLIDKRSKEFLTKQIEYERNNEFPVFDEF
Numbers without * were called inactive; nt = not tested or not shown. Rule as the data show it, unless noted: active = inhibition above about 40%; inactive = the rest.

Sample of the layout (12 entries):
Each structure is followed by: mcGAS lum	NPYLR7 agonist	hcGAS lum
1. O=C(C=Cc1ccco1)NC1CCCC1
    nt	-2	-6
2. O=C(O)Cc1csc(SCc2cccnc2)n1
    nt	1	1
3. Cc1nnc(SCCn2c(N3CCCC(C)C3)nc3c2c(=O)n(C)c(=O)n3C)s1 (configuration not stated)
    nt	19	-16
4. CC1CN(c2cc(Oc3ccc(Cl)cc3)ncn2)CCN1C(=O)C(C)(C)CCl (configuration not stated)
    -4	3	-3
5. CN(Cc1cccc(Cl)c1)c1ccc([N+](=O)[O-])cc1S(=O)(=O)N1CCOCC1
    nt	1	-6
6. O=C(Oc1c(Br)cc(Br)c2cccnc12)N1CCOCC1
    -7	3	-4
7. O=C(NNC(=O)c1ccccc1O)c1ccc2c(c1)OCO2
    nt	12	-11
8. O=C(CSc1ccncc1)Nc1ccc(Cl)cc1C(=O)NC1CC1
    nt	4	1
9. COc1ccc2cc(CCNC(=O)C3c4ccccc4Oc4ccccc43)c(=O)[nH]c2c1
    -7	0	-5
10. CCOC(=O)CSc1nc2c([nH]c3ccccc32)c(=O)n1-c1cccc(OC)c1
    -7	-1	-6
11. OCc1ccc(-c2nccn2CC2COCCO2)o1 (configuration not stated)
    nt	4	-4
12. COc1ccc(NC(=O)C2CC(=O)N(C)C(=Nc3cccc(C(F)(F)F)c3)S2)cc1 (configuration not stated)
    nt	4	-2

Results, from the start:
Each structure is followed by: mcGAS lum	NPYLR7 agonist	hcGAS lum
1. O=C(C=Cc1ccco1)NC1CCCC1
    nt	-2	-6
2. O=C(O)Cc1csc(SCc2cccnc2)n1
    nt	1	1
3. Cc1nnc(SCCn2c(N3CCCC(C)C3)nc3c2c(=O)n(C)c(=O)n3C)s1 (configuration not stated)
    nt	19	-16
4. CC1CN(c2cc(Oc3ccc(Cl)cc3)ncn2)CCN1C(=O)C(C)(C)CCl (configuration not stated)
    -4	3	-3
5. CN(Cc1cccc(Cl)c1)c1ccc([N+](=O)[O-])cc1S(=O)(=O)N1CCOCC1
    nt	1	-6
6. O=C(Oc1c(Br)cc(Br)c2cccnc12)N1CCOCC1
    -7	3	-4
7. O=C(NNC(=O)c1ccccc1O)c1ccc2c(c1)OCO2
    nt	12	-11
8. O=C(CSc1ccncc1)Nc1ccc(Cl)cc1C(=O)NC1CC1
    nt	4	1
9. COc1ccc2cc(CCNC(=O)C3c4ccccc4Oc4ccccc43)c(=O)[nH]c2c1
    -7	0	-5
10. CCOC(=O)CSc1nc2c([nH]c3ccccc32)c(=O)n1-c1cccc(OC)c1
    -7	-1	-6
11. OCc1ccc(-c2nccn2CC2COCCO2)o1 (configuration not stated)
    nt	4	-4
12. COc1ccc(NC(=O)C2CC(=O)N(C)C(=Nc3cccc(C(F)(F)F)c3)S2)cc1 (configuration not stated)
    nt	4	-2
13. O=C(CN1CCOC1=O)N1CCN(c2ccccc2F)CC1
    nt	19	-6
14. CC1(C(=O)N2CCCCC2)CCN1C(=O)CCc1ccccc1 (configuration not stated)
    -4	-1	-5
15. Cc1cccc(C(=O)N(Cc2csc(COc3cccc(Cl)c3)n2)C(C)C)c1
    -4	-4	-4
16. CCN1C(=O)C(=C2C=C(C)N(CCO)C(C)=C2)C(=O)N(CC)C1=S
    nt	3	-2
17. CCOC(=O)C1(Cc2cccc(F)c2)CCN(Cc2cn(CC)nc2C)CC1
    -3	12	-2
18. CCNC(=O)N1CCN(C(C(=O)N(C)CC)C2CCCC2)CC1 (configuration not stated)
    -4	12	-1
19. C=CCn1cc(-c2nc3c([nH]2)c(-c2cccnc2)nn3C)c(C)n1
    nt	6	3
20. Cc1ccc(S(=O)(=O)Nc2ccsc2C(N)=O)c(F)c1
    nt	16	-2
21. Cc1ccccc1NC(=O)CCNC(=O)C1COc2ccccc2O1 (configuration not stated)
    nt	4	-2
22. CCCCn1c(C2CC(=O)N(c3ccc(OCC)cc3)C2)nc2ccccc21 (configuration not stated)
    -7	-2	-4
23. COc1ccc(Br)c(C(=O)Nc2cc(C(=O)NCc3cccc(Cl)c3)ccc2N2CC3CC(C2)c2cccc(=O)n2C3)c1 (configuration not stated)
    nt	-6	-6
24. CC(C)=NOC(C)C(=O)N1CCC2(CCCc3ccccc32)C1 (configuration not stated)
    nt	4	-5
25. CCc1csc(CNC(=O)c2ccc(N3CCC(COC)C3)nc2)n1 (configuration not stated)
    nt	6	-3
26. COc1ccccc1CNC(=O)c1ccccc1C(F)(F)F
    -8	6	-10
27. CCOc1ccccc1CNC(=O)c1cc(N2CCN(Cc3ccccc3)CC2)nc2ccccc12
    -5	5	-4
28. CCc1nnc(NC(=O)C(C)N2CCC(O)(CN3CCCC3)CC2)s1 (configuration not stated)
    nt	17	-4
29. O=C(N1CCN(c2ncccn2)CC1)C1(S(=O)(=O)c2ccc(Cl)cc2)CCCC1
    -18	3	-7
30. Cc1nn(-c2ccccc2)cc1C(=O)NCCC(=O)N1CCCCC1
    nt	-4	-2

(continued)
Each structure is followed by: mcGAS lum	NPYLR7 agonist	hcGAS lum
31. COc1ccc(-n2c(SCC(=O)N3CCN(C(=O)c4ccc([N+](=O)[O-])cc4)C(C)C3)nnc2-c2ccco2)cc1 (configuration not stated)
    -6	10	-6
32. CCN(CC)C(=O)C1CCCN(C(=O)CCc2c(C)nn(-c3ccc(F)cc3F)c2C)C1 (configuration not stated)
    -3	-2	-2
33. COC1CCCC(C(=O)N2CCC3(CCc4ccccc43)C2)C1 (configuration not stated)
    nt	-2	0
34. O=C(NCC1CCCO1)C1COC2(CCN(C(=O)C3CC3)CC2)N1C(=O)c1ccccc1 (configuration not stated)
    -3	1	2
35. CCn1ccc(-c2c(-c3ccccc3)ncn2C(c2nccn2C)C2CC2)n1 (configuration not stated)
    -12	1	-6
36. CN(C)c1nc(CNC(=O)C2(c3ccccc3F)CC2)cs1
    -15	14	2
37. Cc1nc(NCCNC(=O)c2cccc(Cl)c2)cc(N2CCCC2)n1
    nt	5	-4
38. CCn1cc(C(=O)Nc2cc(C)cc(C)c2)c2nn(-c3ccccc3)c(=O)c-2c1
    -8	1	-7
39. CC(C)CN(CC(=O)Nc1nc(CC(=O)NCc2cccc(C(F)(F)F)c2)cs1)C(=O)c1ccc(Cl)cc1
    -6	-5	-8
40. Cc1c(C(=O)NCc2ccccc2)c(C(F)(F)F)nn1C1CCCN(C)C1 (configuration not stated)
    nt	13	-9
41. Cn1ccnc1SCc1cc(=O)c(OC(=O)c2cc(Cl)ccc2[N+](=O)[O-])co1
    -6	-4	-7
42. CCN(Cc1ccc(N(C)C)cc1)C(=O)C1CCN(C(=O)Nc2ccccc2)CC1
    -17	22	-5
43. COC(=O)c1cc(C(=O)OC)c(C(=O)OC)nc1C(=O)OC
    nt	-2	-1
44. COc1ccc(CCNC(=O)c2cc(Br)ccc2NS(=O)(=O)c2cc(Cl)ccc2OC)cc1
    -3	16	-2
45. COC(=O)COc1ccccc1CN
    0	6	4
46. COc1ccc(NC2CCCN(CC(=O)Nc3ccc(C)cn3)C2)cc1 (configuration not stated)
    -15	4	-5
47. CC(=O)N(Cc1ccccc1)Cc1cc(NC(=O)c2cccc(F)c2)ccc1N(C)C
    -11	nt	-6
48. CCCCNC(=O)C1(C)CCN1C(=O)c1ccc(C)c(F)c1 (configuration not stated)
    -5	5	-11
49. O=S(=O)(Nc1cccc(N2CCC(NCC3OCCc4ccccc43)CC2)c1)c1ccc(F)cc1 (configuration not stated)
    -11	22	-7
50. CCC(C)C(C)NC(=O)c1ccc(F)c(NS(C)(=O)=O)c1 (configuration not stated)
    nt	7	-7
51. COc1ccc(C2NC(=O)NC(C)=C2C(=O)OCc2ccccc2)c(OC)c1 (configuration not stated)
    -6	-6	-6
52. CC(C)(CNC(=O)C1Cc2cc(F)ccc2O1)C1CCCCO1 (configuration not stated)
    -4	5	-13
53. Cc1cc2nc(-c3cccs3)cc(-c3nnc(SCc4cccc(I)c4)n3C(C)C)c2cc1C
    -4	1	0
54. O=C(Nc1nccnc1C(=O)NC1CCNCC1)c1cc(F)cc(F)c1
    nt	23	-7
55. Cc1ccc(N=C2NC(=O)/C(=C/c3ccccc3OCC#N)S2)cc1Cl
    nt	1	1
56. Cc1ccc(-c2nnc(SCC(=O)N3c4ccccc4CC3C)o2)cc1 (configuration not stated)
    -7	nt	-7
57. CCc1nc2n(n1)C(=O)C(C(c1ccc(OC)cc1)N1CCC(O)CC1)S2 (configuration not stated)
    -8	-1	-10
58. CN(CCc1ccccc1)C(=O)c1coc(COc2ccc(F)cc2)n1
    nt	0	-11
59. Cc1cc(C)n2nc(SCC(=O)NNC(=O)c3ccccc3)nc2n1
    -3	7	1
60. Cc1cc2nc(NC(=O)C3(C)CCN3C(=O)C(C)C)[nH]c2cc1C (configuration not stated)
    -4	3	-5

Next part
Each structure is followed by: mcGAS lum	NPYLR7 agonist	hcGAS lum
61. Cc1cc(C)c(C(=O)N2CCCC(C(=O)c3ccc(C(F)(F)F)cc3)C2)[nH]1 (configuration not stated)
    -10	5	-8
62. CC1CC1C(=O)NS(=O)(=O)CCc1ccccc1 (configuration not stated)
    nt	13	-7
63. Cc1nc(C)c(-c2cc(C(=O)N3CCN(c4ccccc4)CC3)n[nH]2)s1
    -1	nt	2
64. O=C(c1c(F)cccc1I)N1CC[C@H](O)C1
    nt	1	-5
65. COC(=O)C(Cc1ccccc1)NC(=O)c1cccnc1NC(C)C (configuration not stated)
    -1	20	0
66. N#CCN(Cc1ccccc1)C(=O)C1CCCN(C(=O)c2ccc(-n3cccc3)nc2)C1 (configuration not stated)
    nt	11	-12
67. O=C(CCN1Cc2ccccc2C1=O)NC1CCCN(c2nc3ccccc3s2)C1 (configuration not stated)
    nt	5	-10
68. Cc1ccc(NC(N)=Nc2nc(CSc3ccccn3)cc(=O)[nH]2)c(C)c1
    -6	3	-5
69. O=C(NCc1n[nH]c2c1CCC2)C1CCC(=O)N(CCc2ccc(Cl)cc2)C1 (configuration not stated)
    -8	4	-6
70. CC(C)C(=O)N(Cc1ccco1)Cc1nccn1Cc1ccc(F)cc1
    -11	nt	-6
71. O=c1c(Cl)c(Cl)cnn1-c1ccccc1
    nt	-8	4
72. COc1cccc(NC(=O)C2(C)CCN2C(=O)C2(c3ccccc3)CC2)c1 (configuration not stated)
    nt	4	-8
73. Cn1c(=O)c([N+](=O)[O-])c(N2CCN(C3c4ccccc4-c4ccccc43)CC2)c2ccccc21
    nt	9	-5
74. Cc1cc2oc(=O)cc(CN3CC(C)OC(C)C3)c2cc1C(C)C (configuration not stated)
    nt	-2	-6
75. Cn1c(=O)[nH]c(=O)c2cc(S(=O)(=O)N3CCCc4cc(F)ccc43)cnc21
    nt	-1	-6
76. N#CC1C(=N)Oc2n[nH]c(-c3ccccc3)c2C1C1CC=CCC1 (configuration not stated)
    -5	7	-8
77. Cc1nnc(-c2cc3ccccc3n2CC(=O)NC2CCCCC2)o1
    -2	-3	5
78. COc1ccc(OC)c(NCCn2c(C)cn3c4c(=O)n(C)c(=O)n(C)c4nc23)c1
    nt	-17	3
79. Cc1ccc2oc(=O)n(C3CCN(C(=O)C(C)C)CC3)c2c1
    -1	2	-4
80. NC(=O)C1(N2CCCCC2)CCN(S(=O)(=O)NCc2ccccc2)CC1
    nt	6	-9
81. CCOCCC(=O)N1CCCC(CO)(CC2CC2)C1 (configuration not stated)
    1	nt	5
82. O=C(NCc1cc(-c2ccc(F)cc2F)on1)C1CCCC1
    -9	1	-13
83. CCCn1nnnc1CN(C)S(=O)(=O)c1ccc(OC)cc1
    nt	-1	5
84. Cc1ccc(NC2C=CS(=O)(=O)C2)cc1C (configuration not stated)
    -3	110*	-3
85. CC(=O)NCC1CCN(Cc2ccc(Cl)c(Cl)c2)C1 (configuration not stated)
    nt	1	-3
86. COc1ccc(C2c3[nH]c4ccccc4c3CCN2C(=O)CC2=CCCCC2)c(F)c1 (configuration not stated)
    -3	-11	-5
87. Cc1cc(C)c2c(n1)nn1c(NCCCN3CCOCC3)cc(C)nc21
    -11	0	-13
88. CN(Cc1ccccc1)Cc1cc(C(=O)N2CCN(c3ccccn3)CC2)no1
    nt	-1	-5
89. Cc1nc(C(F)(F)F)nc(NCC2(O)CCCNCC2)c1C (configuration not stated)
    -13	10	-1
90. CCOc1ccccc1CNC(=O)c1ccc(-c2cc(-c3ccc(N4CCCCC4)cc3)n[nH]2)cc1
    0	3	1

Carrying on.
Each structure is followed by: mcGAS lum	NPYLR7 agonist	hcGAS lum
91. CC(c1nc2ccccc2c(=O)[nH]1)N(C)CCOc1ccc(F)cc1 (configuration not stated)
    nt	16	-7
92. Cc1cc(CN2CCCN(C(=O)Nc3cccc(Cl)c3F)CC2)no1
    nt	2	-13
93. Oc1ccc(-c2nc(-c3ccc(O)c(O)c3)cs2)cc1
    nt	13	-6
94. CC(=O)c1ccc(N2CCN(Cc3ccc(C)cc3)CC2)nc1
    nt	-4	-1
95. CCC(=O)N(C1CCOCC1)C1CCN(Cc2ccc[nH]2)CC1
    -5	nt	-2
96. CCCn1ccc2c(nnc3c(-c4ccccc4)c(COC)nn32)c1=O
    nt	11	-2
97. Cc1ccccc1-n1c(SCc2ccc(Cl)c(Cl)c2)nnc1-c1ccccc1F
    -5	19	-9
98. COc1cccc2cc(-c3csc(-c4ccccc4)n3)c(=O)oc12
    -8	23	-5
99. CCC(=O)C1=C(c2ccc(C)c(C)c2)N(C(=O)CC)n2c(CC)nnc2S1
    nt	6	-3
100. CCn1c(N2Cc3cnn(CCO)c3C2)nc2cc(C(=O)OC)cnc21
    -9	-3	-6
101. CCOC(=O)c1cc(-c2ccc(N3CCN(C(=O)c4cccs4)CC3)cc2)n(-c2ccccn2)n1
    -7	-3	-7
102. COCCN(Cc1ccc(OC)cc1)c1c(C)nc2ccc(C(=O)N3CCN(c4ccccc4)CC3)cn12
    -4	-6	-7
103. CCCS(=O)(=O)N1CCCC1C(=O)N(C)Cc1cnn(-c2ccccc2)c1 (configuration not stated)
    5	-3	3
104. CCc1nc(Cl)c(N)c(Oc2cc(C)nn2-c2ccc(F)c(F)c2)n1
    nt	10	-9

Screening results from PubChem.
